ATXN2 expr inh – ATXN2 expression inhibition; Potency, µM (series often up to 57 µM), inactives show at the top dose activity change, negative = inhibition, most hits filed as inhibitors; AID 1745845; actives 0.72% (n = 360,000); HEK-293 ATXN2-luciferase reporter, luminescence, 24 h; further: potency means the concentration at half of the fitted maximal effect; on the % scale 0 is the no-effect control and ±100 the full control effect; nearly all actives have a fitted effect of over 55% in size
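qHTS (up to 57 uM final) was run with 24 h compound exposure of reporter cells at 37 °C. Each well was multiplexed: SteadyGlo luminescence measured ATXN2-luciferase expression after a fluorogenic Gly-Phe-AFC viability readout (25 uM final).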
Nrf2 block – inhibitors of Nrf2 signaling. A549 ARE-Fluc reporter, luciferase luminescence, 18-24 h. Potency, µM (series often up to 46 µM), without a hit: top-dose activity change, negative = inhibition, hits mostly inhibitors. actives 2.1% (n = 360,000). AID 504444; further: potency means the concentration at half of the fitted maximal effect; on the % scale 0 is the no-effect control and ±100 the full control effect; nearly all actives have a fitted effect of over 60% in size
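A549 ARE_Fluc cells (5000/well, 5% FBS OPTI-MEM) pre-incubated 2 h, then treated with compounds 18-24 h at 37C/5% CO2 in concentration-response. CellTiter-Fluor viability read first; BugLite luciferase luminescence after 15 min at room temperature gives Nrf2 activity.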
A549 tox – counter-screen for Nrf2 inhibitors: cytotoxicity in A549 cells; A549 ARE-Fluc cells, CellTiter-Fluor viability, 18-24 h; Potency, µM (top dose mostly 46 µM), without a hit: at the top dose activity change, negative = cytotoxicity, actives largely listed as inhibitors; actives 0.16% (n = 390,000); AID 504648; further: potency means the concentration at half of the fitted maximal effect; on the % scale 0 is the no-effect control and ±100 the full control effect
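A549 ARE-Fluc cells in 5% FBS OPTI-MEM, 5000 cells/well, rested 2 h then exposed to compounds in concentration-response for 18-24 h at 37 °C. Viability by CellTiter-Fluor fluorescence (Ex 405/Em 525) after 30 min; luciferase luminescence (BugLite, 15 min, RT) read afterwards.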
Nrf2 ARE act – activators of Nrf2 (ARE) signaling | Potency, µM (doses to about 46.1 µM), for the others: top-dose activation, most hits filed as activators | AREc32 ARE-luciferase reporter (MCF7-derived line), luminescence, 24 h | AID 624171 | actives 0.31% (n = 410,000); further: potency means the concentration at half of the fitted maximal effect; % of control where 0% means no effect; nearly all actives have a fitted effect of over 65% in size
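Steps: seed AREc32_Fluc cells (1000/well, 5% FBS OPTI-MEM); incubate overnight at 37 deg C; add 23 nL compound; incubate 24 hr; add Steady-Glo; hold 30 min RT; read luminescence.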
S2 tox – reduces viability in counter-screen for ATXN expression inhibitors. S2 cells (HEK-293 line with an ATXN2-luciferase reporter) viability, CellTiter-Fluor protease fluorescence, 24 h. Potency, µM (series often up to 56.7 µM), hits mostly cytotoxic. actives 0.49% (n = 400,000); further: potency means the concentration at half of the fitted maximal effect; nearly all actives have a fitted effect of over 40% in size
MCF10A rerep – inducers of DNA re-replication in MCF 10A breast cells. Potency, µM (top dose mostly 46.1 µM), inactives show top-dose activity, positive = re-replication, usual class: activators. actives 2.9% (n = 350,000). MCF 10A DNA re-replication, Hoechst nuclear intensity, 48 h; further: potency means the concentration at half of the fitted maximal effect; % of control where 0% means no effect; nearly all actives have a fitted effect of over 50% in size
IL-1B inflam inh – inhibitors of inflammasome signaling (IL-1 beta secretion); activity change, % at 57.5 µM; AID 743279; actives 4.7% (n = 360,000); THP-1 LPS/ATP IL-1B secretion, AlphaLISA, 16 h; hits give low values; in the data active means activity change below about -50%; inconclusive means mostly about -30% to -49%; further: on the % scale 0 is the no-effect control and ±100 the full control effect
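THP-1 cells pretreated 1 hr with compounds (up to 57.5 uM final), then stimulated with LPS (250 ng/mL final) plus ATP (1.25 mM final); secreted IL-1B measured by AlphaLISA after 16 hr, decreased signal indicating inhibition.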
HepG2 viability – HepG2 cytotoxicity, counter-screen for TGF-b inhibitors; HepG2 CAGA-GFP viability, ATP luminescence, 18 h; Potency, µM (top dose mostly 46.1 µM), for inactives: at the highest dose activity change, negative = cytotoxicity, actives largely listed as cytotoxic; actives 0.76% (n = 410,000); further: potency means the concentration at half of the fitted maximal effect; some results filed as inactive show a strong effect at the top dose
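CellTiter-Glo luminescence gave cytotoxicity after 18 hours at 37 degrees C. The cells were HepG2 CAGA-GFP in 1% FBS DMEM, stimulated with 500 pg/mL TGF-beta after compound addition. %Activity was normalised to no-cell wells (complete cell-killing) and DMSO (no toxicity), and curves were fitted and classified.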
TGFb SMAD3 inh – blocks TGF-b signaling. HepG2 CAGA-GFP TGF-b/SMAD3 reporter, GFP fluorescence, 18 h; TGF-beta stimulated, 500 pg/mL final. Potency, µM (top dose mostly 46.1 µM), without a hit: at the highest dose activity, negative = inhibition, usual class: inhibitors. actives 1.2% (n = 410,000). AID 588855; further: potency means the concentration at half of the fitted maximal effect; on the % scale 0 is the no-effect control and ±100 the full control effect; nearly all actives have a fitted effect of over 65% in size
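Cell-based qHTS in HEPG2 carrying a CAGA-GFP Smad reporter; compounds added before 500 pg/mL final TGF-beta, 18 h incubation at 37 degrees C, GFP fluorescence quantified per cell by imaging cytometry.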
* = called active by the depositor; i = inactive; ? = inconclusive; / = not tested or not shown; & = joins results of further samples; [ ] = another dose, or the depositor's remark. Unless noted, the call rests on the fitted dose curve; in most records, active means well fitted curve in the direction sought with a large enough effect; inconclusive means small, poorly fitted or top-dose-only effect, or another doubt; inactive means no such curve, though single readings can be large; an effect the other way counts as inactive or inconclusive.

SMILES	ATXN2 expr inh	Nrf2 block	A549 tox	Nrf2 ARE act	S2 tox	MCF10A rerep	IL-1B inflam inh	HepG2 viability	TGFb SMAD3 inh
CCCCOc1ccc(C2/C(=C(/O)c3ccc4c(c3)CC(C)O4)C(=O)C(=O)N2CCCN2CCOCC2)cc1OC (stereo not given)	-13%	?	-5%	4.4%	i	10%	5	-24%	6%
CCOC(=O)c1ccc(NC(=O)C2CC(O)CN2S(=O)(=O)c2ccc(C)cc2)cc1 (stereo not given)	-11%	0%	10%	-0.8%	i	3%	12	-14%	-3%
COc1ccccc1/C=C1\Oc2cc(OC(=O)N3CCOCC3)ccc2C1=O	/	3%	25%	1.8%	i	?	-9	-3%	-5%
Cc1cc(C)cc(C(=O)Nc2ccc(-c3nc4ncccc4o3)cc2)c1	?	?	-8%	0.3%	?	/	/	-42%	0%
COc1cccc(CNc2ccc3c(c2)ncn3C)c1OC	37%&11%[activator]	?	0%&21%	0.8%&1.0%	?	?	-5	-19%&-22%	0%&-22%
Cc1ccccc1OCC(=O)NNC(=O)CCc1ccccc1	/	-12%	2%	-0.2%	i	19%	1	12%	1%
COC(=O)c1[nH]c2cccc(OC)c2c1NC(=O)CCN1CCC(C)CC1	0%	-15%	-5%	2.9%	i	-5%	-8	-12%	-1%
Cc1ccc(C)c(NC(=O)Cn2cc(C(=O)c3ccc(Cl)cc3)c(=O)c3ccc(C)nc32)c1	-8%	19%	5%	2.9%	i	/	/	-3%	14%
COc1cc(NC(=O)Cn2c(=O)ccc3cc(S(=O)(=O)N4CCCC4)ccc32)cc(OC)c1	-24%	/	-1%	-0.3%	i	/	/	-28%	-7%
Cc1cccc(C(=O)NC(=S)NCc2cccnc2)c1	3%	0%	0%	-0.2%	i	5%	8	3%	0%
CC(C)CC(NC(N)=O)C(=O)NCCc1ccc(Cl)cc1 (stereo not given)	2%	?	-8%	-0.5%	i	-1%	16	-2%	-3%
COc1ccc(F)cc1-c1cc(C(=O)Nc2ccc(C)c(NS(C)(=O)=O)c2)[nH]n1	25µM*	/	/	3.3%	3.5µM*	/	-54*	-28%	37%
COc1ccc(S(=O)(=O)N2CCC(C(=O)NCc3ccncc3)CC2)cc1OC	-3%	6%	1%	0.0%	i	-1%	7	11%	1%
O=C(O)CCCCCNC(=O)c1ccccc1	3%	-25%	-9%	-0.6%	i	2%	-9	-8%	1%
COCc1cc(C)nc2sc(C(=O)Nc3ccccc3F)c(N)c12	9%	-11%	-1%	6.4%	/	6.5µM*	0	0%	17%
Cn1ccc2cc(S(=O)(=O)N3CCN(C(=O)Nc4cccc(F)c4)CC3)ccc21	9%	/	0%	-0.7%	i	/	/	-21%	-28%
O=C(NCc1cccs1)c1ccc(CS(=O)(=O)c2ccc(Cl)cc2)o1	-15%	?	8%[1.84 µM]	-0.5%	i	14%	-10	-29%	-14%
COc1ccc(N(CC(=O)NCCc2ccc(C)cc2)S(=O)(=O)c2c(C)nn(C)c2C)cc1	-13%	-10%	-1%	-0.7%	i	/	/	-26%	?
O=C(CSC1=NCCN1)NC(c1ccccc1)c1ccccc1	-24%	17%	-7%	8.0%	/	?	-105*	-32%	?
CCOc1ncccc1C(=O)Nc1ncc(C)s1	-10%	?	5%	5.0%	i	16%	24	-2%	0%
Cc1ccc(NC(=O)CN(C)C(=O)c2n[nH]c(=O)c3ccccc23)cc1	5%	23%	12%	1.9%	i	-1%	9	-5%	-20%
COC(=O)C1CCN(Cc2nnc(-c3ccccc3)o2)CC1	-15%	24%	0%	7.1%	?	-9%	25	10%	0%
CCOc1ccc(NC(=O)CCc2c(C)nc3cc(-c4ccccc4OC)nn3c2C)cc1	1%	?	-1%	-0.4%	i	/	/	-4%	-27%
O=C(CSc1nnc2ccccn12)Nc1ccccc1[N+](=O)[O-]	/	/	/	6.4%	?	/	23	4%	2%
NS(=O)(=O)c1ccc(CCNC(=O)CSc2ccc3ccccc3c2)cc1	-17%	-23%	-5%	1.9%	i	-2%	4	-26%	1%

More records:
SMILES	ATXN2 expr inh	Nrf2 block	A549 tox	Nrf2 ARE act	S2 tox	MCF10A rerep	IL-1B inflam inh	HepG2 viability	TGFb SMAD3 inh
CCC(c1nnc(SCC(=O)N2CCOCC2)n1C1CCCCC1)N(C)C (stereo not given)	/	9%	3%	-0.6%	i	-2%	21	9%	-3%
CCc1nnc(NC(=O)c2nc(S(=O)(=O)Cc3cccc(C)c3)ncc2Cl)s1	?	23µM*	?	-2.5%&-5.7%	?	?	-102*	22µM*	11µM*
O=C(NC(c1cccnc1)c1ccc2c(c1)OCO2)C1CCN(CCOc2ccc(Cl)cc2Cl)CC1 (stereo not given)	?	/	/	9.8%	?	/	-68*	-47%	?
CC(=O)Oc1ccc(/C(C)=N\N2CCN(Cc3ccc(Cl)cc3)CC2)cc1	-16%	-12%	-8%	-0.3%	i	16%	8	-30%	?
CCCN(CCC)CCNC(=O)Cn1cc2c(n1)-c1c(oc(C(=O)N3CCCC3)c1C)CC2	/	7%	3%	0.9%&0.8%	i	/	-23	0%&-3%	-9%&12%
CCOC(=O)N1CCN(C(=O)CCl)CC1	-9%	-4%	-6%	?	i	?	-92*	-7%	1%
CC(C)CN(C(=O)COC(=O)C1CC1)c1c(N)n(Cc2ccccc2)c(=O)[nH]c1=O	7%	20%	-12%	-0.2%	i	-1%	2	5%	0%
Cc1ccc2nc(-c3ccco3)c(Nc3ccccc3)n2c1	11%	?	7%&0%	-0.3%	i	11%	9	-13%	-7%
N#Cc1ccccc1CN1C(=O)NC2(CCCCCC2)C1=O	/	-7%	4%	-0.5%	i	-1%	-17	-14%	16%
CN(CCOc1ccc(Cl)cc1)CC(O)c1ccccc1 (stereo not given)	-14%	-12%	0%	1.5%	i	-16%	-23	-7%	-16%
OC(COCc1ccc2c(c1)OCO2)CN1CCCCC1 (stereo not given)	/	-7%	-8%	-0.3%	i	-2%	-2	3%	8%
CCc1ccc(C(=O)CSc2nc(N)cc(=O)[nH]2)cc1	3%	8%	0%	-0.8%[9.22 µM]	i	-9%	12	3%	2%
COc1cc(NC(=O)c2sc3ncn(CC(=O)N4CCCC(C)C4)c(=O)c3c2C)cc(OC)c1OC (stereo not given)	8%	0%	0%	-0.2%	i	-2%	-17	1%	13%
O=C(CCNC(=O)c1ccc(Br)cc1)Nc1cccc(S(=O)(=O)N2CCCCCC2)c1	-8%	?	-4%	0.6%	i	14%	-18	6%	?
O=S(=O)(N1CCN(c2nc(-c3cccs3)nc3ccccc23)CC1)C(F)(F)F	/	-5%	12%	/	/	/	/	-21%	18%
O=C(Nc1ccccc1)Nc1ncc(C(F)(F)F)cc1Cl	/	/	/	-0.5%	i	/	?	-24%	-14%
O=C(CC1(O)C(=O)Nc2cc(Cl)cc(Cl)c21)c1ccncc1 (stereo not given)	?	2%	2%	?	25µM*	?	-100*	-106%	?
COc1ccc(C(=O)CSc2[nH]c(=O)cc(C(F)(F)F)c2C#N)cc1	-3%	13%	-14%	10%	i	18µM*	4	-27%	-28%
CCOc1ccc(-c2cn3ccccc3n2)cc1	/	?	17%	-1.5%	i	-3%	0	-55%	-15%
CCOc1ccccc1N=c1oc2cc(O)ccc2cc1C(=O)NCC1CCCO1 (stereo not given)	17%	/	16%	2.9%	/	0%	0	-46%	10%
Cc1ccc2nc(N(CCN(C)C)C(=O)C3=COCCO3)sc2c1	8%	14%	-3%	-0.5%	i	0%	-6	-14%	-7%
CCOc1ccc(S(=O)(=O)NC(C)(C)C)cc1-c1nc2c(C(C)(C)C)nn(C)c2c(=O)[nH]1	?	21µM*	?	-1.6%	i	2%	-98*	-53%	?
COc1ccccc1CNC(=O)Cn1cccc1C(=O)c1ccccc1	33%	3%	1%	1.2%	?	6%	0	12%	1%
Cc1cc(C)nc(NS(=O)(=O)c2ccc(N3C(=O)C4CCCCC4C3=O)cc2)n1 (stereo not given)	0%	8%	8%	0.5%	i	-13%	5	-19%	3%
Cc1cccc(NC(=O)CNC(=O)COC(=O)c2ccco2)c1C	20%	15%	-1%	2.9%	i	-5%	-1	2%	6%

Three structures already listed, ordered by number of heavy atoms, smallest number first:
SMILES	ATXN2 expr inh	Nrf2 block	A549 tox	Nrf2 ARE act	S2 tox	MCF10A rerep	IL-1B inflam inh	HepG2 viability	TGFb SMAD3 inh
O=C(CC1(O)C(=O)Nc2cc(Cl)cc(Cl)c21)c1ccncc1 (stereo not given)	?	2%	2%	?	25µM*	?	-100*	-106%	?
CC(=O)Oc1ccc(/C(C)=N\N2CCN(Cc3ccc(Cl)cc3)CC2)cc1	-16%	-12%	-8%	-0.3%	i	16%	8	-30%	?
CC(C)CN(C(=O)COC(=O)C1CC1)c1c(N)n(Cc2ccccc2)c(=O)[nH]c1=O	7%	20%	-12%	-0.2%	i	-1%	2	5%	0%

Single records, from the list above. Values in the order: ATXN2 expr inh	Nrf2 block	A549 tox	Nrf2 ARE act	S2 tox	MCF10A rerep	IL-1B inflam inh	HepG2 viability	TGFb SMAD3 inh
Record of O=C(CSc1nnc2ccccn12)Nc1ccccc1[N+](=O)[O-] = /	/	/	6.4%	?	/	23	4%	2%
Record of COC(=O)C1CCN(Cc2nnc(-c3ccccc3)o2)CC1 = -15%	24%	0%	7.1%	?	-9%	25	10%	0%
Record of CCOc1ncccc1C(=O)Nc1ncc(C)s1 = -10%	?	5%	5.0%	i	16%	24	-2%	0%
Record of Cc1ccccc1OCC(=O)NNC(=O)CCc1ccccc1 = /	-12%	2%	-0.2%	i	19%	1	12%	1%
Record of COc1cc(NC(=O)c2sc3ncn(CC(=O)N4CCCC(C)C4)c(=O)c3c2C)cc(OC)c1OC (stereo not given) = 8%	0%	0%	-0.2%	i	-2%	-17	1%	13%
